Screening results: PubChem, National Center for Advancing Translational Sciences (NCATS)
D2 ag – activates the human D2 dopamine receptor; activation, % at 2 µM; HEK293 T-REx D2 cells, calcium flux agonist mode; 340,000 compounds, 0.53% hits; P14416;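 active = activation over 3 SD above normal in the single-dose calcium agonist read, cut at about 30% in these data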; note: 0% is about no effect
Target sequence (P14416 whole entry, looked up): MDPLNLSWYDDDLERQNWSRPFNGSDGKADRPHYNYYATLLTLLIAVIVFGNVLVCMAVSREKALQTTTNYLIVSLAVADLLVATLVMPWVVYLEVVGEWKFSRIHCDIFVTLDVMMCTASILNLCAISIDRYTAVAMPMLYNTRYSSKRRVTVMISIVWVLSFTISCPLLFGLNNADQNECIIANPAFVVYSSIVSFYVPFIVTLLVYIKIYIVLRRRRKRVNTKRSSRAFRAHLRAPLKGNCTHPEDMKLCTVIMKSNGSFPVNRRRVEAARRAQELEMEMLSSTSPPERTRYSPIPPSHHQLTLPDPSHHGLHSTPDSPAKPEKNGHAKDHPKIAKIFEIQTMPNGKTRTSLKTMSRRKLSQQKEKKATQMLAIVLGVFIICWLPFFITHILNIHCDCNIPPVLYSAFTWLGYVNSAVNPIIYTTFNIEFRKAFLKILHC
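Tetracycline-induced HEK293 T-REx cells with force-coupled D2 receptor, plated overnight at 30 C, loaded with no-wash calcium dye. After a 10 s baseline, compound was pin-added and calcium flux read kinetically for 180 s; calcium rises flagged agonists.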
PI4K2A block – inhibitors of human PI4K2A. Q9BTU6. purified PI4K2A, ADP-Glo luminescence, 1 h; active compounds read low. activity change, negative = inhibition, % at 76.9 µM. 420,000 compounds, 0.13% hits. AID 1346378; in the data active = activity change below about -50%; inconclusive = mostly about -30% to -49%;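 note: -100% = wells without enzyme as full effect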
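In this quantitative HTS, ADP production by PI4K2A was quantified luminescently after 1 h at ambient temperature; 100 microM adenosine served as plate-quality control.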
rTrxR1 inhibitor – rat TrxR1 inhibition; O89049; recombinant rTrxR1, NADPH fluorescence consumption, selenite substrate; Potency, µM (highest dose often 114 µM), without a hit: at the top dose activity change, negative = inhibition, most hits filed as inhibitors; 390,000 compounds, 1% hits; note: potency is the fitted concentration of half-maximal effect; % is set by controls: 0 for no effect and ±100 for the full control effect; nearly all actives have a fitted effect of over 65% in size
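Rat TrxR1 (90 nM in the dispensed reagent) was pre-reduced with 400 uM NADPH for 5 min at room temperature, then incubated with compound for 15 min. After 400 uM selenite was added, NADPH fluorescence (Ex 340/Em 450 nm) was followed for 8 min.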
TrxR1 substrate – substrates of rat thioredoxin reductase 1; Potency, µM (highest dose often 114 µM), for inactives: at the highest dose activity change, negative = substrate turnover; AID 588456; 390,000 compounds, 0.01% hits; purified TrxR1 substrate turnover, NADPH consumption readout; note: potency is the fitted concentration of half-maximal effect; % is set by controls: 0 for no effect and ±100 for the full control effect; nearly all actives have a fitted effect of over 50% in size
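Rat TrxR1, dispensed at 90 nM, was prereduced with 400 uM NADPH (final) for 5 min at ~22 deg C, then incubated with compound 15 min before 400 uM selenite. A first-read NADPH fluorescence drop versus no-compound background flagged substrates.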
mIDH1 inhibitor – inhibitors of human mutant IDH1 R132H; O75874; IDH1-R132H enzyme, NADPH consumption, diaphorase/resazurin fluorescence; Potency, µM (series often up to 76.6 µM), for inactives: at the highest dose activity change, negative = inhibition, usual class: inhibitors; 390,000 compounds, 0.093% hits; note: potency is the fitted concentration of half-maximal effect; % is set by controls: 0 for no effect and ±100 for the full control effect; nearly all actives have a fitted effect of over 65% in size
Target sequence (O75874 whole entry R132H, stated change not applied): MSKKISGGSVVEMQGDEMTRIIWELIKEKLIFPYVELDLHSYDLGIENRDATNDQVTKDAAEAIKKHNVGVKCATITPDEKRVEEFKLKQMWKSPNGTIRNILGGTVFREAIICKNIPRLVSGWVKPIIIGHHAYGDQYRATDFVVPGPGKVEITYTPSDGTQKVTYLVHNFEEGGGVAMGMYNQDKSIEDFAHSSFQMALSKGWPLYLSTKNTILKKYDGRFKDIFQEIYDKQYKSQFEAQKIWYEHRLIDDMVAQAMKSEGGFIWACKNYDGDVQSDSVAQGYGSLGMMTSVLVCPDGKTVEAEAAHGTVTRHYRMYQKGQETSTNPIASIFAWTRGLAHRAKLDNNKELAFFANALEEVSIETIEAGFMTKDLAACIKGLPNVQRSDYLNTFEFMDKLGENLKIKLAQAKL
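IDH1-R132H (0.5 ug/mL dispensed) in pH 7.5 Tris buffer was preincubated 30 min with compound, then given a substrate mix of 0.016 mM NADPH and 2 mM alpha-KG for 80 min at room temperature; remaining NADPH was read by diaphorase/resazurin fluorescence.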
TRHR enhancer – allosteric enhancers of human TRH receptor | enhancement, % at 2 µM | AID 493056 | TRHR cells, fluo-8 calcium fluorescence, EC20 TRH enhancement | 360,000 compounds, 0.66% hits; in the data active = enhancement above about 30%; note: 0% is about no effect
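Enhancer read-out: after compound pinning and an initial kinetic agonist-mode read, an EC20 of TRH (10 nM final) was injected and fluo-8 calcium signal (Ex 480/Em 530) followed at 1 s/cycle for 100 cycles in TRHR-expressing cells.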
USP1 inh – inhibitors of human USP1/UAF1 deubiquitinase; recombinant USP1/UAF1, Ub-Rhodamine cleavage fluorescence; O94782; 390,000 compounds, 0.23% hits; AID 743255; Potency, µM (doses to about 57.1 µM), without a hit: top-dose activity change, negative = inhibition, usual class: inhibitors; note: potency is the fitted concentration of half-maximal effect; % is set by controls: 0 for no effect and ±100 for the full control effect; nearly all actives have a fitted effect of over 60% in size; inactives centre near -12
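1 nM enzyme complex + cpd, 15 min RT; start with Ub-Rho 150nM final; kinetic fluorescence ex 480/em 540, 6 reads q60 s. Buffer 50mM HEPES pH 7.8, 0.5mM EDTA, 0.1 mg/ml BSA, 1mM TCEP, 0.01% Tween-20.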
D2 antag – antagonists of human D2 dopamine receptor. HEK293 TREx D2 cells, calcium flux, dopamine EC80. inhibition, % at 10 µM. 340,000 compounds, 2% hits. AID 485344; in the data active = inhibition above about 30%; note: 0% is about no effect
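Calcium flux kinetic readout in an inducible HEK293 TREx D2 line plated overnight at 30 C. After 180 s compound exposure, an EC80 dopamine challenge follows with another 180 s kinetic read to detect antagonism.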
TRHR agonist – agonists of human TRH receptor | P34981 | 360,000 compounds, 0.18% hits | activation, % at 2 µM | TRHR cells, calcium flux fluo-8, FDSS agonist mode; in the data active = activation above about 30%; note: 0% is about no effect
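TRHR-expressing cells, plated overnight in medium with 10% serum, were loaded with fluo-8 calcium dye at room temperature. After a 10 s baseline, library compound was pin-added and calcium release was recorded kinetically (ex 480/em 530) as agonist response.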
* hit, by the source's call; ? = inconclusive; . = no result given; & = joins results of further samples; [ ] = remark or other dose. Unless noted, calls come from the whole dose curve; as a rule, active = well fitted inhibition curve with a large enough effect; inconclusive = small, poorly fitted or top-dose-only effect; inactive = no such curve, though single readings can be large or run the other way.

SMILES	D2 ag	PI4K2A block	rTrxR1 inhibitor	TrxR1 substrate	mIDH1 inhibitor	TRHR enhancer	USP1 inh	D2 antag	TRHR agonist
CCOc1ccc(C(=O)Nc2ccc(-c3nnc4n3CCCCC4)cc2)cc1OCC	-0.2	2	3%	-3%	5%	-1	-9%	.	-0.1
O=C(Cn1nnc2ccccc2c1=O)N[C@@H](Cc1c[nH]c2ccccc12)C(=O)O	1.8	1	15%	7%	6%	3	-17%	-20	0.3
COc1ccc(C(CNC(=O)c2cc3ccccc3cc2OC)N2CCCC2)cc1 (centres undefined)	-1.3	4	-11%	13%	3%	-3	-16%	6	0.7
CCOc1ccccc1NC(=O)c1ccc2c(c1)C(=O)N(C(C)(C)C)C2=O	1.2	-2	-6%[57.1 µM]	3%	1%	8	0%	5	-0.5
CCOC(=O)C(CCCCOc1cccc(CC)c1)C(=O)OCC	-2.2	-2	-4%[57.1 µM]	0%[57.1 µM]	11%	-1	-5%	15	-0.9
CCOC(=O)C1CCCN(C(=O)COC(=O)c2ccc(C#N)cc2)C1 (centres undefined)	0.2	3	13%[57.1 µM]	1%[57.1 µM]	1%	-1	2%	2	-0.2
O=C(COC(=O)C1CCCCC1)Nc1cccc(F)c1	.	3	14%	-3%	3%	.	-9%	.	.
CC(/C=N/NC(=O)c1cccs1)=C\c1ccccc1	-0.2	2	-3%[57.1 µM]	1%[57.1 µM]	-3%	-2	?	5	0.4
O=[N+]([O-])c1cc(S(=O)(=O)C(F)(F)F)ccc1N1CCN(c2ccccc2)CC1	3.0	5	23%[57.1 µM]	12%[57.1 µM]	9%	2	-8%	2	1.0
CCOc1ncccc1C(=O)OCC(=O)N(CC)c1ccccc1	1.1	1	14%[57.1 µM]	-1%	2%	1	1%	-10	0.3
COc1cccc(/C=C2\Sc3ccc(C(=O)NCc4cccnc4)cc3N(C)C2=O)c1	0.2	-2	0%	5%	20%	0	-17%	-4	-1.4
CC(NCC1(N2CCOCC2)CCCCC1)C(=O)N1CCc2ccccc21 (centres undefined)	-1.4	-1	9%	2%	2%	0	-13%	-22	-0.3
CCN(C[C@H]1N[C@@](C)(C(=O)OC)[C@H]2C(=O)N(C)C(=O)[C@@H]12)S(=O)(=O)c1ccc(OC(F)(F)F)cc1	.	1	21%	-1%	-4%	.	-18%	.	.
CC(C)n1c(SCc2cc(=O)[nH]c3ccccc23)nc2c1c(=O)n(C)c(=O)n2C	.	0	21%	7%	-6%	4	-22%	.	0.3
CN(Cc1ccccc1)C(=O)CN1C(=O)c2ccccc2C1=O	1.3	1	9%[57.1 µM]	-1%[57.1 µM]	7%	26	-16%	-4	-0.2

Individual results from above.
Result of CCOc1ncccc1C(=O)OCC(=O)N(CC)c1ccccc1 under D2 antag: -10
Result of O=C(Cn1nnc2ccccc2c1=O)N[C@@H](Cc1c[nH]c2ccccc12)C(=O)O under mIDH1 inhibitor: 6%

(list continues)
SMILES	D2 ag	PI4K2A block	rTrxR1 inhibitor	TrxR1 substrate	mIDH1 inhibitor	TRHR enhancer	USP1 inh	D2 antag	TRHR agonist
COc1ccc(NC(=O)CN(C)S(=O)(=O)c2cccs2)cc1	0.0	-3	7%[57.1 µM]	7%[57.1 µM]	8%	-10	-22%	-16	-0.4
Cc1ccc(S(=O)(=O)NNC2=NS(=O)(=O)c3ccccc32)c(C)c1	1.7	-16	20%[57.1 µM]	6%[57.1 µM]	3%	2	-13%	-3	0.8
CC(=O)NC(=S)Nc1ccc2oc(-c3cc(F)c(F)cc3Cl)nc2c1	1.3	3	21%[57.1 µM]	3%[57.1 µM]	-6%	18	-1%	12	0.6
Cc1cccc(C)c1NC(=O)CSc1nc2ccccc2c2nc(CCc3c(C)n[nH]c3C)nn12	0.0	-5	16%[57.1 µM]	1%[57.1 µM]	1%	1	-26%	.	0.1
CC(C)NC(=O)NC(=O)COC(=O)c1ccccc1F	0.9	0	-2%	0%	-2%	-1	-9%	11	0.6
O=P(CCNCc1ccco1)(c1ccccc1)c1ccccc1	-0.3	-3	?	-7%	3%	1	-12%	-2	0.6
CC1CN(C(=O)N2CCC(C(=O)NCc3ccco3)CC2)c2cc(Cl)ccc2O1 (centres undefined)	-0.1	-2	17%	5%	-6%	-6	-20%	.	0.0
CC(=O)Nc1ccccc1-c1nnc(SCc2ccccc2Cl)[nH]c1=O	-0.1	0	9%	-1%	-2%	11	-23%	-3	0.4
C=C(C)CC(NCCc1ccccc1)c1ccco1 (centres undefined)	-1.7	-5	29%	12%	7%	-3	-16%	-15	-1.4
O=c1cc(/N=C/c2coc3c(ccc4ccccc43)c2=O)[nH]c(=S)[nH]1	0.3	-8	-23%	-9%	4%	-1	-23%	-1	-0.3
CC1CCC(N2CC(=O)N(C3CCCCC3)C(c3ccc(F)cc3)C2=O)CC1 (centres undefined)	-0.8	-12	-2%[57.1 µM]	2%[57.1 µM]	0%	4	7%	.	2.2
CCN(CC)S(=O)(=O)c1ccc(N2CCOCC2)c(NS(=O)(=O)c2ccc(C(C)C)cc2)c1	-0.2	2	1%	-4%	7%	-3	-14%	-3	-0.1
CC(=O)c1ccc(NC(=O)c2cccc(N3C(=O)c4ccccc4C3=O)c2)cc1	.	-8	-14%	-9%	5%	7	-6%	.	0.6
O=C(CCS(=O)(=O)c1cc2c(cc1Cl)NC(=O)CO2)NCc1ccccc1	-0.6&-0.3	-1&1	32%[57.1 µM]	-8%[57.1 µM]	6%&6%	-1&-3	-16%&-21%	-7	0.0&-0.4
CN(C)CCn1c(=O)n(-c2cccc(Cl)c2)c(=O)c2c3c(sc21)CCCCC3	-0.2	0	18%[57.1 µM]	1%[57.1 µM]	0%	-7	0%	-15	-0.4
Cc1cc(-c2nnc(SCC(=O)NC3CC3)n2C(C)C)cs1	2.1	0	-6%	-7%	2%	-10	-15%	-1	0.2
COCCCn1c(=O)c2sccc2n(Cc2ccccc2C)c1=O	-1.2	4	21%	1%	0%	-1	-20%	-6	-0.4
CCC(C(=O)NCCc1ccc(Cl)cc1)n1ccc2cc(S(=O)(=O)N3CCCCC3)ccc21 (centres undefined)	1.2	-2	36%	23%	-3%	6	-9%	.	0.9
CCOc1ccccc1N1CCN(C(=O)Nc2ccc(Cl)c(Cl)c2)CC1	0.0	.	.	.	.	4	.	-20	-0.1
COc1cc(C(=O)N2C(=O)CCC2=O)cc(OC)c1OC	0.4	2	2%[57.1 µM]	8%[57.1 µM]	5%	25	-18%	16	0.2
N=c1c2c(n(Cc3ccccc3)c3c1CCC3)CCC2	0.6	-4	-7%	-5%	-1%	-1	3%	27	0.7
COc1ccc(C(CC(=O)NCc2ccccc2Cl)N2Cc3ccccc3C2=O)cc1OC (centres undefined)	-0.2	1	16%	6%	-8%	-4	-19%	.	0.5
CCOC(=O)C[C@H]1c2cc(F)ccc2S(=O)(=O)N1C(C)(C)C	.	3	-3%&12%	-5%&-2%	5%	.	-11%	.	.
COc1ccc(NC(=O)c2c(NCc3ccc(C)o3)sc3c2CCC(C)C3)cc1 (centres undefined)	-1.9	-4	?	8%[57.1 µM]	-6%	5	?	.	0.0
CC(C)NC(=S)N/N=C/c1ccc(N2CCOCC2)cc1	0.0	7	8%	29%	0%	1	-13%	-3	-0.4
CCCOc1ccc(N2C(=O)CC(SCc3nc4ccccc4[nH]3)C2=O)cc1 (centres undefined)	-0.6	2	-22%	-9%	3%	-5	-13%	10	-1.2
CCCCn1nnnc1SCC(=O)c1ccccc1F	-0.3	3	25%	2%	19%	-2	-13%	1	-0.2
Cc1cccc(C(=O)NCC(=O)NNC(=O)c2ccccc2O)c1	0.2	-1	20%[57.1 µM]	9%[57.1 µM]	-9%	-13	-5%	8	-0.1
CCc1ccc(CNC(=O)CN(c2ccc(C)cc2)S(=O)(=O)N(C)C)cc1	-0.4	-1	-3%	-10%	24%	4	-17%	.	-0.6
CC(=O)Nc1sc2c(c1C(N)=O)CCC2	1.6	7	-2%	5%[57.1 µM]	-1%	-4	-18%	-14	-0.1
COc1ccccc1NC(=O)c1c([N+](=O)[O-])c(C(C)(C)C)nn1C	-0.4	8	9%[57.1 µM]	-2%[57.1 µM]	2%	3	6%	-3	-0.5
Cc1ccc(SCC(=O)Nc2ccc(S(N)(=O)=O)cc2)cc1	-0.2	4	8%[57.1 µM]	-2%[57.1 µM]	2%	0	-6%	14	-0.4

Among those listed so far, eight have fluorine:
SMILES	D2 ag	PI4K2A block	rTrxR1 inhibitor	TrxR1 substrate	mIDH1 inhibitor	TRHR enhancer	USP1 inh	D2 antag	TRHR agonist
O=C(COC(=O)C1CCCCC1)Nc1cccc(F)c1	.	3	14%	-3%	3%	.	-9%	.	.
O=[N+]([O-])c1cc(S(=O)(=O)C(F)(F)F)ccc1N1CCN(c2ccccc2)CC1	3.0	5	23%[57.1 µM]	12%[57.1 µM]	9%	2	-8%	2	1.0
CCN(C[C@H]1N[C@@](C)(C(=O)OC)[C@H]2C(=O)N(C)C(=O)[C@@H]12)S(=O)(=O)c1ccc(OC(F)(F)F)cc1	.	1	21%	-1%	-4%	.	-18%	.	.
CC(=O)NC(=S)Nc1ccc2oc(-c3cc(F)c(F)cc3Cl)nc2c1	1.3	3	21%[57.1 µM]	3%[57.1 µM]	-6%	18	-1%	12	0.6
CC(C)NC(=O)NC(=O)COC(=O)c1ccccc1F	0.9	0	-2%	0%	-2%	-1	-9%	11	0.6
CC1CCC(N2CC(=O)N(C3CCCCC3)C(c3ccc(F)cc3)C2=O)CC1 (centres undefined)	-0.8	-12	-2%[57.1 µM]	2%[57.1 µM]	0%	4	7%	.	2.2
CCOC(=O)C[C@H]1c2cc(F)ccc2S(=O)(=O)N1C(C)(C)C	.	3	-3%&12%	-5%&-2%	5%	.	-11%	.	.
CCCCn1nnnc1SCC(=O)c1ccccc1F	-0.3	3	25%	2%	19%	-2	-13%	1	-0.2
